High-throughput results: PubChem, National Center for Advancing Translational Sciences (NCATS)
12-LOX inh: blocks human arachidonate 12S-lipoxygenase | AID 1671190 | 580,000 compounds, 1.1% hits | purified 12hLO, xylenol orange hydroperoxide absorbance | Potency, µM (highest dose often 108 µM), for the others: at the top dose activity change, negative = inhibition, usual class: inhibitors | P18054; active = well fitted inhibition curve with a large enough effect; inconclusive = small, poorly fitted or top-dose-only effect, or another doubt; inactive = no such curve, though single readings can be large or run the other way
Target sequence (P18054 whole entry, looked up): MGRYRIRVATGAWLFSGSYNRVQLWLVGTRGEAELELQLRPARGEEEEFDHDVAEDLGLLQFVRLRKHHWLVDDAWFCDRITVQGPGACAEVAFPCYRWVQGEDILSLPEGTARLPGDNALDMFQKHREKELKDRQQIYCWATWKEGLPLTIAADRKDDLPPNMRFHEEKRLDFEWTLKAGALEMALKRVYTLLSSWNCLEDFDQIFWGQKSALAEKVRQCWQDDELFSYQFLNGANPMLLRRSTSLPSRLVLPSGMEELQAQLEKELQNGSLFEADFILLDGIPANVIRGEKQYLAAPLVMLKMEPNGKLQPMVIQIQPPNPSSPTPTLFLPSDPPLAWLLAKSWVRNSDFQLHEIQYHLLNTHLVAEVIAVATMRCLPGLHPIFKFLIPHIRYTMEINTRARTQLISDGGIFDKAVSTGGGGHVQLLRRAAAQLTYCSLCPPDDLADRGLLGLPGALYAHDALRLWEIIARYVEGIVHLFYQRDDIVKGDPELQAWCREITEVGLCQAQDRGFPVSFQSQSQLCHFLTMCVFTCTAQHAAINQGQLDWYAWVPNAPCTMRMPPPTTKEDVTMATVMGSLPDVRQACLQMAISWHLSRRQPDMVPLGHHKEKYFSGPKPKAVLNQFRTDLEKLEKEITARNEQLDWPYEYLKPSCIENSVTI
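Purified human 12hLO at 150 nM in 25 mM Hepes, 0.01% Triton X-100, pH 7.0, preincubated 15 min at room temperature with compound. Reaction started with 40 uM arachidonic acid, 30 min at room temperature. Hydroperoxide measured by Fe-xylenol orange, 573/405 nm absorbance ratio.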
Starred values were filed as active, the others as inactive; ? = inconclusive; [ ] = another dose, or the depositor's remark. % is set by controls: 0 for no effect and ±100 for the full control effect; potency is the fitted concentration of half-maximal effect. Only part of the results is shown. The share of hits here may be higher or lower than overall.

SMILES	12-LOX inh
Cc1nc(COc2ccccc2C(=O)N2CCC(C)CC2)no1	43%[activator]
O=C(O)C1=NOC2CN(C(=O)C3CCCCC3)CC12 (stereo unspecified)	?
O=C(Oc1ccc2cc(-c3ccccc3)c(=O)oc2c1)C1CC1	42%[activator]
COC(=O)CC[C@H]1CNC(=O)[C@@H]2[C@@H](CCN2S(C)(=O)=O)N1C	?
C=CCNC(=O)C(C)OC(=O)c1cc2ccc(OC)cc2nc1C (stereo unspecified)	1%
CCCSc1ccc(C(=O)CCN(C)C)cc1	32µM*
CC(C)NC(=O)C[C@@H]1C[C@H]2O[C@H](CNCc3cnccc3C(F)(F)F)[C@@H](O)[C@H]2O1	21%[176 µM]
COc1ccc(NC(=O)[C@@H]2C[C@@H](c3cccc(C(F)(F)F)c3)N(C)C2)c(C)c1	10%[176 µM]
CNC(=O)[C@@H]1C[C@@H](O)CN1C1CCN(C(=O)c2noc(C)c2Cc2c(C)noc2C)CC1	19%
CNC(=O)Nc1ccc(C2(C(=O)N3CCN(c4cccc(Cl)c4)CC3)CCC2)cc1	8%
COc1ccc(C(=O)Oc2cc(C)ccc2Cl)cc1OC	8%
CN(C)c1ccc(-c2ccc3ncnc(-n4ccnc4)c3c2)cc1	-28%
O=C(NCCSCc1cccs1)C1CCCC1	7%
CCCCc1c(-c2ccccc2OC)ncn1Cc1cccc(F)c1F	?
Cc1ccc(Nc2nc(NC3CCCC3)nc3c2cnn3-c2ccccc2)cc1	14%
Cc1cc2nc(/C(C#N)=C\c3c[nH]c4ccc(Br)cc34)[nH]c2cc1C	?
CCC(CC)C(=O)NC[C@@H]1C=C(C)[C@H](Cc2nc3c(C)cccc3[nH]2)C[C@H]1C(C)C	1%[176 µM]
CCc1ccccc1NC(=O)CN(C)C(=O)C1CCN(c2cnn(Cc3ccccc3)c(=O)c2)C1 (stereo unspecified)	0%
Nc1nc(Nc2ccc(Cl)cc2Cl)nc(-c2cc3ccccc3o2)n1	?
CCc1nnc(Cn2cnc3scc(-c4ccccc4)c3c2=O)o1	18%
CSc1ccc(CN(C)CC(=O)NC(=O)NC2CCCC2)cc1	11%
COCC(=O)N1CCC2(CC1)CN(C(=O)Nc1ccc(OC)cc1)C2	?
O=C(CCc1cccnc1)Nc1ccccc1	-9%
Cc1nn(C)c2sc(C(=O)NCc3ccc(C(=O)O)cc3)cc12	9%
CCOC(=O)[C@]12CCCC=C1N(Cc1ccccc1)C(=O)[C@H](CC(=O)N1CCN(C(=O)C3CC3)CC1)C2	-1%
CN(Cc1ccccc1)C(=O)N1CCN(C(=O)c2cc(-c3cccc(Cl)c3)n[nH]2)CC1	-5%
CC1(C)C2CCC1(C(=O)Nc1cccc(C(F)(F)F)c1)c1nc(C#N)c(C#N)nc12 (stereo unspecified)	9%
O=C(c1ccccc1Br)N1CCN(c2cc(-c3cccs3)[nH]n2)CC1	23%
CC(C)C(=O)NCCNC(=O)c1ccc2ccccc2n1	-8%
CC(C)C(Br)C(=O)Nc1ccc(Cl)c(Cl)c1 (stereo unspecified)	?
c1cncc(-c2cc(-c3cccc(N4CCOCC4)c3)cn3cncc23)c1	58%[activator][176 µM]
CC(=O)Nc1ccc(CN2CC[C@H](c3nc4ccccc4[nH]3)C2)cc1	68%[activator][176 µM]
Cc1ccc(-n2c(=O)c3sccc3n(CC(=O)N3CCCCC3C)c2=O)cc1C (stereo unspecified)	?
CCN(Cc1coc(-c2cccc(F)c2)n1)C(C)COC (stereo unspecified)	2%
Cc1noc(C)c1CS(=O)(=O)c1ccc(Cl)cc1	9%
CCOc1ccc(-c2cc3c(=O)n(CCNC(=O)c4ccc(C#N)cc4)ccn3n2)cc1	?
CCO[C@H]1CN(C(=O)Cc2c(C)nn(-c3ccccc3)c2C)C[C@@H]1O	36%[activator]
O=C1C(n2ccc3ccccc32)c2cc(Cl)ccc2N1Cc1ccc(Cl)nc1 (stereo unspecified)	?
Cn1ncc(N2CCCC(CC(=O)N3CCSCC3)C2)cc1=O (stereo unspecified)	25%
C=C1C(=O)CC2=C1[C@](Cc1ccc(F)cc1)(C(=O)OC)N(C(=O)c1ccccc1)C2	?
O=C1CCN(C(=O)C2CCN(C(=O)CCC3CCCC3)CC2)CCCCCCN1	-13%
O=C(NC1CCCCCCC1)c1cc2cccc([N+](=O)[O-])c2[nH]1	?
COc1cc(-c2noc(-c3nc(-c4ccccc4F)no3)n2)cc(OC)c1OC	69%[activator]
C=CCOC(=O)C1=C(C)N=C2SC=C(CC(=O)NCc3ccco3)N2C1c1cccc(C)c1 (stereo unspecified)	14%
CN1C(=S)SC(C)(C)C1/[N+]([O-])=C/c1ccccc1 (stereo unspecified)	?
COc1ccc(-c2nc3c(c(-c4ccccc4)n2)CN(C(=O)C(C)(C)C)CC3)cc1	12%
CC(C)c1onc(-c2c(Cl)cccc2Cl)c1COc1ccc(C=Cc2cccc(C(=O)O)c2)c(Cl)c1	?
O=C(NCc1ccccc1)c1cc2n(n1)CC(c1ccc(Cl)cc1)OC2 (stereo unspecified)	21%
COc1ccc(C(=O)N2CCC(N3C(=O)C(OCC4CC4)C34CCCCC4)CC2)cc1 (stereo unspecified)	27%
Cc1ccc2c(ccn2CCC(=O)Nc2nnc(CC(C)C)s2)c1	-3%
N#Cc1c(SCC(=O)N2CCCC2)nc(N2CCCC2)c2c1CCCC2	8%
Cc1cc(OC(=O)c2ccc(CSc3ccc(Cl)cc3)cc2)cc(C(C)C)c1	-1%
C=CCOc1ccccc1NC(=O)Cc1ccccc1	10%
CN(CCc1noc(C2CN(C(=O)CN3CCCCCC3)C2)n1)S(C)(=O)=O	7%
CC1=C(OS(=O)(=O)c2ccc(C)cc2)C(C)(C)C(c2ccccc2)OC1=O (stereo unspecified)	-9%
Cc1ccc(NC(=O)COC(=O)c2cccc(F)c2)cc1S(=O)(=O)N1CCCCC1	-25%
NC(=O)COc1ccc(C(=O)N[C@@H]2CN(C(=O)Nc3cccc(C(F)(F)F)c3)CCC[C@H]2O)cc1	6%
CN1CCN(c2ncnc3ccc(-c4cccnc4)cc23)CC1	-4%
COCCNC(=O)c1ccc2c(c1)N(C)C(CC(=O)N1CCC(O)CC1)CO2 (stereo unspecified)	10%
CC(=O)N(c1cccc(Cl)c1)C1C=CS(=O)(=O)C1 (stereo unspecified)	11%
Following part
SMILES	12-LOX inh
CCc1ccc(Cl)c(CC)c1NC(=O)C=C(C)C	6%
CC(=O)N(C)c1ccc(NC(=O)c2ccc3c(c2)nc(C)n3-c2ccccc2)cc1	9%
COc1ccc(C(C)=O)c(OCc2ccc(C#N)cc2)c1	-1%
COc1ccc(C(=O)N2CCC3(CC2)NCCc2c3[nH]c3ccccc23)c(OC)n1	0%
Cc1ccsc1C(=O)N(C)C1CCN(CCc2ccccn2)CC1	48%[activator]
CN(CC1CCOCC1)C(=O)c1ccccc1Cl	25%
COc1ccc(CNC(=O)c2ccc(CS(=O)c3ccc(C)cc3)o2)cc1OC (stereo unspecified)	31%[activator]
COc1cccc(Oc2coc3cc(O)ccc3c2=O)c1	?
Cc1ccc(NC(NC(=O)C(C)(C)C)C(Cl)(Cl)Cl)cc1 (stereo unspecified)	24%
COc1ccc2[nH]c(C[C@@H]3C[C@@H](C(C)C)[C@H](CN)C=C3C)nc2n1	81%[activator][176 µM]
COCC(=O)NC[C@H]1Cn2c(-c3ccc4c(c3)OCCO4)cnc2CO1	21%[176 µM]
Cc1nc(C2CCCN(C(=O)CN)C2)cc(N2CCOCC2)n1 (stereo unspecified)	-17%
CN(C)CCN(C)CC[C@H]1CN(C(=O)Cc2ccccc2)CC[C@H]1CC(=O)O	11%[176 µM]
O=C(NC1CCCC1)c1ccc2ncsc2c1	6%
Fc1ccc(OC2CN(CC3CC3)C2)cc1F	?
Cc1nc2cc(NC(=O)c3ccc(C(=O)c4ccccc4)cc3)ccc2o1	7%
CCN1CCc2c(sc(NC(=O)Nc3cccc(C(C)=O)c3)c2C(N)=O)C1	3%
CCCCOC(=O)N1CCC(N2CCCC(C(=O)N3CCOCC3)C2)CC1 (stereo unspecified)	75%[activator]
COC(=O)c1ccc2nc(-c3ccc(Cl)cc3)c(Cc3ccc(OC)cc3C)n2c1	?
Cc1noc(C)c1CC(=O)N1C[C@@H](COc2ccccc2)[C@H](C(N)=O)C1	19%

Fetched by compound from the list above:
SMILES	12-LOX inh
CCCCOC(=O)N1CCC(N2CCCC(C(=O)N3CCOCC3)C2)CC1 (stereo unspecified)	75%[activator]
CCN1CCc2c(sc(NC(=O)Nc3cccc(C(C)=O)c3)c2C(N)=O)C1	3%
COc1ccc(C(=O)N2CCC3(CC2)NCCc2c3[nH]c3ccccc23)c(OC)n1	0%
COc1ccc2[nH]c(C[C@@H]3C[C@@H](C(C)C)[C@H](CN)C=C3C)nc2n1	81%[activator][176 µM]

The listing picks up with the three entries that preceded the break.
SMILES	12-LOX inh
CCCCOC(=O)N1CCC(N2CCCC(C(=O)N3CCOCC3)C2)CC1 (stereo unspecified)	75%[activator]
COC(=O)c1ccc2nc(-c3ccc(Cl)cc3)c(Cc3ccc(OC)cc3C)n2c1	?
Cc1noc(C)c1CC(=O)N1C[C@@H](COc2ccccc2)[C@H](C(N)=O)C1	19%
COC(=O)c1sc(S(=O)(=O)Nc2cc(F)ccc2C)c(C(=O)OC)c1C	-6%
O=[S+]1([O-])NCC2(CCN(Cc3ccc(OC(F)(F)F)cc3)CC2)Nc2ccccc21	17%
COC(=O)CNC(=O)c1nc(-c2cccnc2)c2ccccn12	75%[activator][176 µM]
COc1ccc(-c2ccnc(-c3nnc(C)n3C3CCCCC3)c2)cc1OC	1%[176 µM]
Cc1noc(-c2ccc3c(c2)OCO3)c1C(=O)NCCSCc1ccccc1	20µM*
CCOC(=O)[C@]12CCCC=C1N(Cc1cccc3ccccc13)C(=O)[C@H](CC(=O)N1CCSCC1)C2	-12%
O=C(C[C@@H]1O[C@H](CNC(=O)c2ccccc2)[C@@H](O)[C@H]1O)Nc1ccccc1	-10%[176 µM]
Cc1ccc(OCC(=O)NCCC2CCN(C(=O)Nc3ccccc3F)CC2)cc1	18%
CCOC(=O)c1cccn1C1C(=O)N(Cc2ccc(Cl)nc2)c2ccc(Cl)cc21 (stereo unspecified)	?
CC(Cc1cccnc1)NC(=O)c1cn(Cc2ccccc2C(F)(F)F)nn1 (stereo unspecified)	30%[activator]
Cc1ccc(C(=O)N2CCCC(C(=O)NCc3ccccc3)CCNC(=O)CC2)s1 (stereo unspecified)	12%
CC1(C)Cc2sc3c(=O)n(Cc4ccccc4F)cnc3c2CO1	1%
COC(=O)c1sccc1S(=O)(=O)Nc1ccc(OC(F)F)cc1	14%
Cc1ccc(NC(=O)N2CCCCCCNC(=O)[C@@H]3CCCC[C@@H]32)cc1C	10%
COCCn1c(C)cc(C(=O)N2CCCC(c3[nH]ccc3C(N)=O)C2)c1C (stereo unspecified)	17%
Cc1cc(C(=O)N[C@H]2CCOC[C@H]2C2CCOCC2)cc2sc(N)nc12	5%
Cc1[nH]c2ccccc2c1/C=N/N=C(c1ccccc1)c1ccccc1	-30%
COc1cc(C)c(/C=C(\C#N)C(=O)Nc2cccc(Cl)c2C)cc1C(C)C	?
COc1ccc(-c2nnc(SCC(=O)Nc3cc(OC)cc(OC)c3)[nH]c2=O)cc1	1%
O=C(NC(=S)NCCC1=CCCCC1)c1cccs1	11µM*
Cc1sc(/N=C/c2c[nH]c3ccccc23)c(C#N)c1C	20µM*
COC(=O)C(CCSC)NC(=O)N(C1CCCCC1)C1CCCCC1 (stereo unspecified)	-20%
CC(=O)N1CCCN(CC[C@H]2CN(C(=O)c3ccc(C(F)(F)F)cc3)CC[C@H]2CC(=O)O)CC1	48%
CSc1ccc(CNc2cccc(C(=O)O)c2C)cc1	32%[activator]
Cc1cc(C)cc(-n2ccn(CC(=O)Nc3ccc(Br)cc3)c(=O)c2=O)c1	-4%
O=C(O)c1cnc(/C=C/c2cc(Cl)c3c(c2)OCO3)s1	?
COc1cc(Cl)ccc1-c1cccc(CCOc2cnc3c(ccn3CC(=O)O)c2)c1	-21%[176 µM]
CCc1nc2c(c(-c3ccc(Cl)cc3)n1)CCN(C(=O)c1ccc3c(c1)OCO3)CC2	45%
CCCc1nc2cc(C)c(Br)c(C)n2c1Cc1ccc(OC)cc1C	?
CC(Oc1ccccc1)C(=O)N1CCN(C(=O)c2nnn3c2COC(c2ccccc2)C3)CC1 (stereo unspecified)	5%
Cc1ccc(-c2ccccc2C=O)c(C)c1	9%[12.5 µM]
Cc1ccc(C(=O)c2c(N)c(-c3nc4ccccc4[nH]3)c3ccccn23)cc1	29%
CC1(c2ccccc2)N(Cc2ccccc2)C(=O)OC12CCN(Cc1ccncc1)CC2 (stereo unspecified)	10%[176 µM]
Cc1ccc2c(c1)cc(C(=O)NCCOc1ccc(Cl)cc1)n2C	?
O=C(N[C@H](C(=O)N1CCC[C@H]1C(=O)NCc1ccccc1)c1ccccc1)c1ccccc1	-1%
Cc1ccc(N2CC(c3nc(-c4cccs4)no3)CC2=O)cc1C (stereo unspecified)	7%
COc1ccc(C(=O)COC(=O)c2ccc(OC(F)F)c(OC)c2)c(OC)c1	?
O=C1[C@@H]2C[C@@H](O)CN2C2(CN(Cc3cccc(F)c3)C2)C(=O)N1Cc1ccccc1	9%[176 µM]
O=C1CN(C(=O)CCC(=O)N2CCC(CCOc3ccc(F)cc3)C2)c2ccccc2N1 (stereo unspecified)	6%

Part of the list above, with values ahead of the structure.
12-LOX inh	mol
10%[176 µM]	COc1ccc(NC(=O)[C@@H]2C[C@@H](c3cccc(C(F)(F)F)c3)N(C)C2)c(C)c1
-1%	Cc1cc(OC(=O)c2ccc(CSc3ccc(Cl)cc3)cc2)cc(C(C)C)c1
7%	CN(CCc1noc(C2CN(C(=O)CN3CCCCCC3)C2)n1)S(C)(=O)=O
